Screens (PubChem)
SMN2 splice up = qHTS Assay for Enhancers of SMN2 Splice Variant Expression; HEK293 SMN2-luciferase splicing reporter, luminescence, 30-36 h; Potency, µM (titrated, usually from 46.1 µM), inactives show top-dose activity change, positive = activation, most hits filed as activators; 2.8% of 210,000 active; note: % of control where 0% means no effect; nearly all actives have a fitted effect of over 55% in size
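HEK293 cells carry an SMN2 […]–luciferase reporter in which exon 7 inclusion puts luciferase in frame. Cells were plated 10-12 h before compound addition, then incubated 30-36 h at 37C. ONE-Glo luminescence was read; sodium butyrate at 4.5 mM final served as control.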
TR SRC2 fluor cs = Total Fluorescence Counterscreen for Inhibitors of the Interaction of Thyroid Hormone Receptor and Steroid Receptor Coregulator 2; Potency, µM (top dose mostly 106 µM), for inactives: at the highest dose fluorescence change, negative = quenching; 0.29% of 280,000 active; TRb/SRC2 Texas Red total fluorescence interference; active = well fitted curve in either direction with a large enough effect; inconclusive = small, poorly fitted or top-dose-only effect; note: % is set by controls: 0 for no effect and ±100 for the full control effect
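Human TRb ligand-binding domain at 0.6 uM with 20 nM Texas Red SRC2 peptide in Tris buffer containing 1 uM T3 and 5% DMSO, incubated with compound 5 h at ambient temperature. Total fluorescence (555/632 nm) calculated as parallel + 2 × perpendicular.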
TRb-SRC2 inh = qHTS for Inhibitors of the Interaction of Thyroid Hormone Receptor and Steroid Receptor Coregulator 2. Potency, µM (series often up to 106 µM), without a hit: at the highest dose activity change, negative = inhibition, usual class: inhibitors. TRbeta-SRC2 peptide binding, fluorescence polarization; receptor liganded with 1 µM T3. 0.065% of 280,000 active;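 note: plate controls were bound peptide for no effect and peptide without receptor for full effect; nearly all actives have a fitted effect of over 50% in size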
Target sequence (P10828 whole entry, looked up): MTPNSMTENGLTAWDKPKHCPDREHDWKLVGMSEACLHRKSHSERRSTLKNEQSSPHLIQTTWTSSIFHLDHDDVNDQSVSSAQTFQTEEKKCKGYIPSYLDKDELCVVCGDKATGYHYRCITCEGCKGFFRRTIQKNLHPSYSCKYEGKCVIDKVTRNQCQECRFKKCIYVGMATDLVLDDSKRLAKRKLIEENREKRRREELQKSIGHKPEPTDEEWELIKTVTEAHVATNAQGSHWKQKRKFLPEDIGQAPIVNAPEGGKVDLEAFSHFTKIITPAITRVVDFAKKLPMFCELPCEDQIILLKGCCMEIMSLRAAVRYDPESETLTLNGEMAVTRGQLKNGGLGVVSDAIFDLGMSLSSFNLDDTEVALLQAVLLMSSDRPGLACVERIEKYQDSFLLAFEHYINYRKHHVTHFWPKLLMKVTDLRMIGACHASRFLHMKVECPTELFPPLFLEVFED
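Read-out is fluorescence polarization (555 nm excitation, 632 nm emission) of a Texas Red SRC2 coactivator peptide; loss of signal reflects blocked binding to human TRb ligand-binding domain in the presence of 1 uM T3.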
* = called active by the depositor; ? = inconclusive; [ ] = remark or other dose. Unless noted, calls come from the whole dose curve; as a rule, active = well fitted curve in the direction sought with a large enough effect; inconclusive = small, poorly fitted or top-dose-only effect, or another doubt; inactive = no such curve, though single readings can be large; an effect the other way counts as inactive or inconclusive. Potency is the fitted concentration of half-maximal effect.

SMILES | SMN2 splice up | TR SRC2 fluor cs | TRb-SRC2 inh
CCOc1ccc(NC(=O)c2ccc3c(=O)n4c(nc3c2)CCCCC4)cc1 | 6% | 1% | -4%
O=C(CCc1nnc2n(Cc3ccccc3Cl)c(=O)c3ccccc3n12)Nc1ccc(F)c(F)c1 | 3% | 0% | -1%
CCCCCOC(=O)CSc1nc2sc3c(c2c(=O)n1Cc1ccccc1)CC(C)(CC)OC3 (stereo unspecified) | -5% | 3% | 2%
CCn1c(=O)c2cc(C(=O)Nc3cccc(C(F)(F)F)c3)sc2c2ccccc21 | -13% | -4% | -3%
CCCCOC(=O)c1cccc(NC(=O)c2cc3ccccc3o2)c1 | 3.5µM* | 3% | -4%
Cc1ccc(-c2nc(CS(=O)(=O)CC(=O)NCc3ccccc3Cl)c(C)o2)cc1 | 6% | -6% | -6%
CCc1ccc(CN(Cc2ccco2)C(=O)COc2ccccc2Cl)cc1 | -25% | -2% | 2%
COc1ccc(CNC(=O)c2ccc3c(c2)N(Cc2ccccc2F)C(=O)c2ccccc2S3(=O)=O)cc1 | 4% | -11% | 4%
CCOc1ccc2nc(Cl)c(C3CC(c4ccc(OC)cc4)=NN3S(C)(=O)=O)cc2c1 (stereo unspecified) | -8% | -54%[1.83 µM] | -17%[1.83 µM]
COc1ccccc1-c1nn(CCC(=O)Nc2ccccc2)c2nc(C)cc(C)c12 | -9% | -2% | -1%

Part of the list above, reformatted:
Under each structure – SMN2 splice up, TR SRC2 fluor cs, TRb-SRC2 inh
CCn1c(=O)c2cc(C(=O)Nc3cccc(C(F)(F)F)c3)sc2c2ccccc21
  -13%, -4%, -3%
CCCCOC(=O)c1cccc(NC(=O)c2cc3ccccc3o2)c1
  3.5µM*, 3%, -4%
COc1ccccc1-c1nn(CCC(=O)Nc2ccccc2)c2nc(C)cc(C)c12
  -9%, -2%, -1%
CCCCCOC(=O)CSc1nc2sc3c(c2c(=O)n1Cc1ccccc1)CC(C)(CC)OC3 (stereo unspecified)
  -5%, 3%, 2%
CCc1ccc(CN(Cc2ccco2)C(=O)COc2ccccc2Cl)cc1
  -25%, -2%, 2%
COc1ccc(CNC(=O)c2ccc3c(c2)N(Cc2ccccc2F)C(=O)c2ccccc2S3(=O)=O)cc1
  4%, -11%, 4%
CCOc1ccc(NC(=O)c2ccc3c(=O)n4c(nc3c2)CCCCC4)cc1
  6%, 1%, -4%

Next part
SMILES | SMN2 splice up | TR SRC2 fluor cs | TRb-SRC2 inh
Cc1ccc(-n2c(SCc3nc(-c4ccc(Cl)cc4)no3)nnc2-c2ccncc2)cc1 | -3% | -45% | 2%
CCn1cc(C(=O)OCC(=O)Nc2cccc(Cl)c2C)c(=O)c2ccc(C)nc21 | -3% | 1% | -4%
CCOc1ccc2c(c1)c(=O)c(C(=O)c1ccc(C)cc1)cn2Cc1ccccc1OC | 4% | -29% | -1%
Cc1[nH]c(=O)[nH]c(=O)c1S(=O)(=O)Nc1cccc(Cl)c1C | -3% | -2% | 0%
COC(=O)c1cc(NC(=O)CCS(=O)(=O)c2cc(Br)cc3c2N(C(=O)C2CC2)CC3)cc(C(=O)OC)c1 | 10% | -2% | 4%
Cc1nc2nc(NC(=O)c3ccc(C(C)(C)C)cc3)[nH]n2c(=O)c1Cc1ccccc1 | 6% | 0% | 2%
Cc1cc(N2CCC(C(=O)N(CC(C)C)CC(C)C)CC2)n2nc(C)c(-c3ccc(Cl)cc3)c2n1 | -12% | 1% | -4%
CCOc1ccc(-c2nc(SCC(=O)Nc3ccc4c(c3)OCO4)c(-c3ccc(F)cc3)[nH]2)cc1 | 2% | -5% | 2%
CCC(=O)N1c2ccc(S(=O)(=O)N3CCC(C)CC3)cc2CC1C (stereo unspecified) | -16% | -1% | 0%
COc1cccc(C(=O)Nc2ccc(-c3cn4cccnc4n3)cc2)c1OC | -10% | -1% | 0%
CC(C)c1ccc(OCC(=O)Nc2ccc(S(=O)(=O)Nc3ncccn3)cc2)cc1 | 3% | 2% | -4%
Cc1ccc(Nc2c(-c3cccnc3)nc3ccc(Cl)cn23)cc1 | -8% | 0% | -5%
COc1cc2c(cc1NC(=O)COc1ccc(Br)cc1C)oc1ccccc12 | 12% | 2% | -13%
COC(=O)CCN(c1ccccc1)C(CNS(=O)(=O)c1ccccc1)c1ccccc1 (stereo unspecified) | ? | -2% | 5%
N#Cc1c(C(F)(F)F)cc(-c2cccs2)nc1SCc1ccccc1F | 1% | -10% | 2%
Cc1cc2nn(-c3ccc(Cl)cc3)nc2cc1NC(=O)C(C)C | -9% | -72% | -21%
CCOC(=O)c1ccccc1NC(=O)NCc1cccn1Cc1ccc(F)cc1 | -3% | 0% | 0%
Cc1sc2c(c1C)c(=O)n(-c1ccc(Cl)cc1)c(=O)n2Cc1c(F)cccc1Cl | 9% | 0% | -3%
O=C(CSc1nc(-c2ccc(F)cc2)cc(C(F)(F)F)n1)NCc1ccccc1 | -9% | 1% | -8%
Cc1cccc(-c2nc3c4ccccc4nc(NCc4ccccc4Cl)n3n2)c1 | 29% | 7% | -4%
Cc1cc(C)c2oc(C(=O)Nc3c(C(=O)c4ccccc4)oc4ccccc34)cc(=O)c2c1 | 16% | 5% | 4%
CCOC(=O)Cn1c(=O)oc2cc(S(=O)(=O)N3CCN(c4cccc(C)c4)C(C)C3)ccc21 (stereo unspecified) | 5% | -1% | 1%
CC(C)c1ccc(NC(=O)C2CCCN(S(=O)(=O)c3ccc(Br)s3)C2)cc1 (stereo unspecified) | -17% | -2% | 1%
Cc1cc(OCC(=O)N(Cc2ccc(N(C)C)cc2)C2CCS(=O)(=O)C2)cc(C)c1Cl (stereo unspecified) | -40%[inhibitor] | 8% | 2%
CCCCCn1c(=O)[nH]c2cc(C(=O)NCc3ccccc3)ccc2c1=O | -6% | 0% | -3%
COc1ccc(N(CC(=O)N2CCN(c3ccc(F)cc3)CC2)S(=O)(=O)c2c(C)nn(C)c2C)cc1 | -4% | -1% | -11%
COc1ccc(S(=O)(=O)c2nnn(-c3ccc(C(C)C)cc3)c2C)cc1 | -13% | -1% | -4%
COc1cccc(NC(=O)c2ccc3c(c2)CCN3S(C)(=O)=O)c1 | 30% | 0% | -1%
CCCSc1nnc2c(n1)OC(c1ccc(Br)s1)Nc1ccccc1-2 (stereo unspecified) | 11% | -1% | 3%
CC1=C(C(=O)OCc2ccc(C)cc2)C(c2ccccc2F)CC(=O)N1 (stereo unspecified) | -3% | 1% | -1%
COc1ccc(-c2cc3nc(C)c(CCC(=O)N4CCN(c5ccccc5)CC4)c(C)n3n2)c(OC)c1 | 0% | -2% | -4%
Cn1c(=O)c(=O)n(C)c2cc(S(=O)(=O)N3CCCC3C(=O)Nc3ccc(F)cc3)ccc21 (stereo unspecified) | -1% | 0% | -11%
COC(=O)c1cc2sccc2n1CC(=O)Nc1ccc(OC)c(OC)c1 | -6% | ? | 1%
COc1ccc(CCN2C(=O)N(c3ccc(C)cc3)C(=O)C2CC(=O)Nc2ccc(F)cc2)cc1 (stereo unspecified) | 11% | -1% | 0%
COC(=O)c1c(SCC(=O)Nc2cc(C)cc(C)c2)[nH]c2ccccc2c1=O | 13% | 17% | 19%
CCCCOC(=O)c1ccc(NC(=O)c2cc3c(=O)n4cccc(C)c4nc3s2)cc1 | -2% | 10% | 5%
Cc1ccc(Cc2cn3cc(-c4ccccc4)nc3s2)cc1 | 2.8µM* | ? | -7%
Cc1cc(C)cc(OCC(=O)Nc2c(C)ccc3nsnc23)c1 | -3% | 6% | 1%
Cn1c(NCc2ccccc2F)nc2ccccc21 | 13µM* | -1% | -6%
O=C(NCCCc1nc2ccccc2n1Cc1ccccc1Cl)c1ccco1 | -11% | 6% | -3%
COc1ccc2nc(NC(=O)c3nc(S(=O)(=O)Cc4ccc(C)cc4)ncc3Cl)sc2c1 | 8% | -1% | -4%
CC(NC(=O)c1cc2c(=O)n3ccccc3nc2n(C(C)C)c1=N)c1ccccc1 (stereo unspecified) | -11% | -2% | 4%
O=C(CCCn1c(=O)c2sccc2n(Cc2ccc(F)cc2Cl)c1=O)NCc1ccc2c(c1)OCO2 | -1% | -32% | 0%
Cc1ccc2nc(NC(=O)c3cc(=O)c4cc(Cl)ccc4o3)sc2c1 | -2% | -12% | 10%
COc1ccc(-c2nnc(SCC(=O)c3ccc([N+](=O)[O-])cc3)o2)cc1OC | 2% | 4% | 8%
Cc1ccc2c(CC(=O)N3CCN(c4cccc(Cl)c4)CC3)coc2c1 | 4% | 3% | -5%
Cc1ccc(CCNC(=O)c2cc3sccc3n2Cc2ccc(Cl)cc2)cc1 | -2% | -1% | -8%
CCCOc1ccc(Oc2nc(NCC(C)C)nc(N(C)C)n2)nn1 | -10% | 0% | -1%
CCc1cc(C(=O)N2CCN(c3ccccc3)CC2)no1 | 0% | -23% | 1%
COc1ccc(NC(=O)c2c(NC(=O)Cc3ccccc3)sc3c2CCCC3)cc1 | -5% | 10% | -6%
Continued.
SMILES | SMN2 splice up | TR SRC2 fluor cs | TRb-SRC2 inh
CC1CCCN(C(=O)c2ccc(CSc3nc4ccncc4n3Cc3ccccc3)cc2)C1 (stereo unspecified) | -33%[inhibitor] | ? | 1%
Cc1cc(N2CCN(c3cc(Cl)ccc3C)CC2)n2nc(-c3ccccc3)nc2n1 | -2% | -3% | 6%
Cc1ccc(CN(C(=O)COc2c(C)cccc2C)C2CCS(=O)(=O)C2)o1 (stereo unspecified) | 5% | 7% | -13%
Cc1noc(C)c1S(=O)(=O)N1CCCC(C(=O)Nc2ccc(C(C)C)cc2)C1 (stereo unspecified) | ? | 1% | -6%
Cc1cc(C)c2oc(C(=O)Nc3ccc(S(=O)(=O)N4CCCCC4)cc3)cc(=O)c2c1 | -5% | ? | 4%
CCCCNC(=O)CN1C(=O)CSc2ccc(S(=O)(=O)N3CCC(C)CC3)cc21 | 2% | 3% | 1%
CCOCCCn1c(=N)c(C(=O)NCc2ccco2)cc2c(=O)n3ccccc3nc21 | -21% | -2% | -2%
Cc1ccc(CNC(=O)c2cc(=O)c3cc(C)c(C)cc3o2)cc1 | -3% | 0% | -2%
CCOC(=O)c1cc(-c2ccc(C)cc2)n(CC(=O)Nc2ccc(OC)c(Cl)c2)c1C | -1% | ? | -10%
COc1ccccc1NC(=O)Cn1c(=O)n(CCC(=O)NCC2CCCO2)c(=O)c2cc(OC)c(OC)cc21 (stereo unspecified) | 9% | -3% | -3%
Cc1ccc2c(=O)cc(C(=O)Nc3c(C)n(C)n(-c4ccccc4)c3=O)oc2c1 | -9% | -3% | -3%
CCCOc1ccc(C(=O)Nc2ccc3oc(-c4cccc(Cl)c4Cl)nc3c2)cc1 | -4% | ? | -5%
COc1ccccc1-c1noc(CCC(=O)Nc2ccc(C)cc2C)n1 | 3% | 0% | -4%
COc1cccc2c1cc1c(=O)n(CC(=O)N3CCN(c4cccc(Cl)c4)CC3)nc(C)n12 | -7% | 2% | 6%
Cc1cccc(N(CC(=O)NCCSCc2cccc(Cl)c2)S(=O)(=O)c2ccccc2)c1C | -19% | -3% | 8%
COc1ccc(CNC(=O)CN(C)S(=O)(=O)c2ccc3nc(C)sc3c2)cc1 | -4% | 0% | 6%
CCC(=O)N1CCc2cc(Br)cc(S(=O)(=O)NCc3cccc(OC)c3)c21 | -4% | -2% | 12%
CCC(Sc1nc2c(sc3ccccc32)c(=O)n1CCCC(=O)NC1CCCC1)C(=O)Nc1cccc(OC)c1 (stereo unspecified) | 25% | -2% | 6%
Cc1nc2c(c(C)c1CCC(=O)NCc1ccc(Cl)cc1)c(=O)n(C)c(=O)n2C | 10% | -4% | -4%
O=C(Nc1ccc(OC(F)(F)F)cc1)C1CCCN(S(=O)(=O)c2ccc(Br)s2)C1 (stereo unspecified) | -5% | -1% | 7%

The last 2 records of the section before are carried over, then new ones follow:
SMILES | SMN2 splice up | TR SRC2 fluor cs | TRb-SRC2 inh
Cc1nc2c(c(C)c1CCC(=O)NCc1ccc(Cl)cc1)c(=O)n(C)c(=O)n2C | 10% | -4% | -4%
O=C(Nc1ccc(OC(F)(F)F)cc1)C1CCCN(S(=O)(=O)c2ccc(Br)s2)C1 (stereo unspecified) | -5% | -1% | 7%
CCC(C)c1ccc2oc(-c3ccc(NC(=O)c4cc5ccccc5o4)cc3)nc2c1 (stereo unspecified) | -9% | -1% | 1%
O=C(Nc1ccccc1F)C(Cc1ccccc1)n1cccc1 (stereo unspecified) | -2% | 4% | -2%
Cc1c(Cl)cccc1NC(=O)Cn1cc2c(n1)CCCC2 | -4% | -2% | 3%
CCOc1ccccc1NC(=O)c1nnn(CC(=O)Nc2ccccc2CC)c1N | -2% | -1% | -1%
CCN(C(=O)Cn1c(=O)oc2cc(S(=O)(=O)N3CCCCCC3)ccc21)c1cccc(C)c1 | -8% | -1% | -1%

The list is partial (hit frequency here may not be typical).
